Screening results (PubChem)
IDE act = human IDE activators in live cells, primary screen, fluorescence polarization, HEK cells, FAbeta-B substrate; Insulin-degrading enzyme (Homo sapiens), P14735; FAbeta-B cleavage; 0% vehicle, 100% cell-free pure enzyme wells; activation, % at 5.96 µM; 0.073% of 340,000 active;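 active = activation above the mean of all tested compounds plus 3 SD, set per screening campaign, cut at about 17% in these data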
p-CIP stab down = p/CIP-EGFP fusion destabilizers, primary screen, fluorescence, F442A cells | Q05BA5 | 16 h | decrease of EGFP signal, % at 10 µM | 0.01% of 290,000 active;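 active = EGFP signal decrease of at least 30% at 10 µM or well 3 SD below plate mean, unless failing retest; inactive = the rest, including hits failing retest or dose response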; also: some compounds called inactive have numbers as strong as hits; many of its hits are not listed in these tables
MEKK2 WT-MEK5 = modulators of MEK5 binding to wildtype MEKK2, primary screen, biochemical, multiplex bead flow cytometry, Alexa488-MEK5; AID 1531, 2009; binding response (% of control), % at 10 µM; 1.1% of 290,000 active; Mitogen-activated protein kinase kinase kinase 2 (Homo sapiens), Q9Y2U5; Alexa488-MEK5 binding to MEKK2 WT; actives lie on both sides; in the data active = binding response below about 67% or above about 130%
UBC9 SUMO inh = inhibitors of in vitro SUMOylation cascade, primary screen, biochemical, HTRF, uHTS. AID 2006, 2009. 0.36% of 290,000 active. inhibition, % at 35 µM. HTRF SUMOylation assay, SAE1/SAE2 + UBC9; in the data active = inhibition above about 50%, passing the limit was not always enough; also: strong numbers were not always called active
Target sequence (P63279 whole entry, looked up): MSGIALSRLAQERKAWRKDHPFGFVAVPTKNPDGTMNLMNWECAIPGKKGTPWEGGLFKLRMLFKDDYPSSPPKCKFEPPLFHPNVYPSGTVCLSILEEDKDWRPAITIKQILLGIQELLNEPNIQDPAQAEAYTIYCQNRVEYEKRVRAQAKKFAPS
MEKK2 mut-MEK5 = MEK5 binding signal on mutant MEKK2 PB1, primary screen, biochemical, multiplex bead flow cytometry, Alexa488-MEK5. AID 1530, 2009. Alexa488-MEK5 binding to MEKK2 mutant. percent response, % at 10 µM. 0.35% of 290,000 active; in the data active = percent response above about 24%, passing the limit was not always enough; also: inactives centre near 1; some results filed as inactive read as strong as hits; reference of the scale not given here
IDE cell inh = human IDE inhibitors in live cells, primary screen, fluorescence polarization, HEK cells, FAbetaB substrate; Insulin-degrading enzyme (Homo sapiens), P14735; FAbetaB cleavage; inhibition, % at 5.59 µM; 0.41% of 320,000 active; AID 434962, 2010;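 active = percent inhibition above the average of all tested compounds plus 3 SD, set per screening campaign, cut at about 16% in these data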;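 also: IDE supplied by intact live HEK cells; FP after avidin binding of uncleaved biotin substrate so inhibition keeps polarization high; 0% = DMSO wells and 100% = 60 µM reference IDE inhibitor Ii1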
MEKK3 PB1 HTS = modulators of MEKK3-MEK5 PB1 binding, primary screen, biochemical, wildtype MEKK3, multiplex bead flow cytometry, Alexa488-MEK5. Mitogen-activated protein kinase kinase kinase 3 (Homo sapiens), Q99759. bead-based flow cytometry, Alexa488-MEK5 binding to MEKK3; actives lie on both sides; 0 = blocked by unlabeled MEK5, 100 = vehicle. binding response (% of control), % at 10 µM. 1.4% of 290,000 active. AID 1529, 2009;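 active = binding response more than 3 SD above or below the average of its plate-row segment, actives on both sides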;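 also: Alexa488 bead fluorescence after subtracting the streptavidin-only scavenger bead signal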
Target sequence (Q99759 whole entry, looked up): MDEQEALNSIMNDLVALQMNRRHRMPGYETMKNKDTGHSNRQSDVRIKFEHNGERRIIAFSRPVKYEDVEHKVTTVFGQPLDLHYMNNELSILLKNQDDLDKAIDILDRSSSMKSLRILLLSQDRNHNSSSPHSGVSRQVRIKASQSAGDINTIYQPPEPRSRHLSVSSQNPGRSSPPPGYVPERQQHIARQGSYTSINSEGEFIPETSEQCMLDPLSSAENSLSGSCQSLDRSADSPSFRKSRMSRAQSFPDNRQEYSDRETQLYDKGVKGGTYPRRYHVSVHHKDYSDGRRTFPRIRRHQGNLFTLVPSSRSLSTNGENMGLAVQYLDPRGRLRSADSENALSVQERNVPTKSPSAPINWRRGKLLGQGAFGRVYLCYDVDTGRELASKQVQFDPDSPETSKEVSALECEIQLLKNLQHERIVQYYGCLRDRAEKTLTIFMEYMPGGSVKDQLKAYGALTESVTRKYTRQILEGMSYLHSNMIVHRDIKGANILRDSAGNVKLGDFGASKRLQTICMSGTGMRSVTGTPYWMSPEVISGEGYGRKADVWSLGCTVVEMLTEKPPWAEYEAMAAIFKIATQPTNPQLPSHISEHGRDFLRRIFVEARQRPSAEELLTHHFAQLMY
M18AAP inhibitor = PfM18AAP inhibitors, malaria aminopeptidase, primary screen, biochemical, QFRET, recombinant enzyme; H-Glu-NHMec fluorogenic cleavage; inhibition, % at 7.35 µM; 1.2% of 290,000 active;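 active = inhibition above the campaign mean inhibition over all tested compounds plus 3 SD, cut at about 28% in these data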;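 also: 0% = plate median of test compound wells and 100% = 2 mM ZnCl2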
NALP1 inh = NALP1 inflammasome inhibitors in reconstituted yeast, colorimetric, S. cerevisiae, triplicate retest | S. cerevisiae NALP1/ASC/caspase-1 growth, X-gal OD620, 72 h | inhibition, % at 10 µM | 0.61% of 280,000 active; in the data active = inhibition mostly above about 24%, no sharp cut-off; inactive = mostly below about 32%; also: some compounds called inactive have numbers as strong as hits
Active calls of the source: *; x = no result given; [ ] = remark or other dose. Only part of the results is shown; count on the stated rates, not on these rows.

SMILES	IDE act	p-CIP stab down	MEKK2 WT-MEK5	UBC9 SUMO inh	MEKK2 mut-MEK5	IDE cell inh	MEKK3 PB1 HTS	M18AAP inhibitor	NALP1 inh
CN1CCc2c(sc3c2C(=O)NC(c2ccc4c(c2)OCO4)N3)C1 (stereo not given)	10	-4	102	-9	-1	0	103	x	-2
CCOC(=O)c1ccc(S(=O)(=O)N2CCN(CCC#N)CC2)cc1	1	-8	96	11	-4	2	87	0	23
COc1ccccc1CNC(=O)Cn1cccc1C(=O)c1ccccc1	7	2	95	8	-10	-6	97	9	22
Cc1ccc2c(c1)sc(=NC(=O)c1cccs1)n2C	-1	2	91	3	-6	3	95	-6	-4
CCc1ccc(C2C(C(=O)O)c3ccccc3C(=O)N2C)cc1 (stereo not given)	6	10	106	2	6	-5	108	2	11
COc1ccc(CNS(=O)(=O)c2cn(C)c(=O)n(C)c2=O)cc1	-1	2	86	3	-1	-1	88	-6	-12
COCCOC(=O)c1c(NC(=O)CNc2ccc(C)c(F)c2)sc(C(N)=O)c1C	3	-13	102	21	3	1	105	0	0
Nn1c(SCc2cn3ccsc3n2)nnc1-c1ccncc1	5	-13	x	17	x	-4	x	3	-2
OCCSc1nc(-c2ccccc2)nc2c1CCC2	-1	-4	101	-5	-2	-2	103	-9	20
O=C(NCCc1c[nH]c2ccccc12)c1cnccn1	2	1	76	1	-3	3	74*[inhibitor]	-12	0

A few values from the list:
Under UBC9 SUMO inh, COc1ccc(CNS(=O)(=O)c2cn(C)c(=O)n(C)c2=O)cc1 has the entry 3
Under UBC9 SUMO inh, Nn1c(SCc2cn3ccsc3n2)nnc1-c1ccncc1 has the entry 17
Under MEKK2 mut-MEK5, OCCSc1nc(-c2ccccc2)nc2c1CCC2 has the entry -2
Under NALP1 inh, Cc1ccc2c(c1)sc(=NC(=O)c1cccs1)n2C has the entry -4
Under MEKK3 PB1 HTS, CCc1ccc(C2C(C(=O)O)c3ccccc3C(=O)N2C)cc1 (stereo not given) has the entry 108
Under MEKK2 WT-MEK5, COc1ccccc1CNC(=O)Cn1cccc1C(=O)c1ccccc1 has the entry 95
Under UBC9 SUMO inh, O=C(NCCc1c[nH]c2ccccc12)c1cnccn1 has the entry 1

Next part:
SMILES	IDE act	p-CIP stab down	MEKK2 WT-MEK5	UBC9 SUMO inh	MEKK2 mut-MEK5	IDE cell inh	MEKK3 PB1 HTS	M18AAP inhibitor	NALP1 inh
CN(C)c1ccc(C(=S)NCc2ccco2)cc1	-3	-5	102	17	4	-1	104	5	-6
C=CCn1cc(-c2ccc(Cl)cc2)cc(C#N)c1=O	1	0	100	24	3	5	101	-5	11
CCOC(=O)C1(CCc2ccccc2)CCN(Cc2ccc(C(=O)OC)cc2)CC1	2	-7	121	-14	6	-1	107	2	25
C=C(C)c1ccc(C(C)(C)NC(=O)N2CCN(C)CC2)cc1	4	-4	110	5	18	3	103	2	2
O=C(O)C[C@H]1c2ccccc2S(=O)(=O)N1C1CCCCC1	4	x	92	x	-3	2	84	x	x
O=C1Cc2cc(S(=O)(=O)N3CCCCC3)ccc2N1	-3	6	100	-4	4	3	100	1	13
COC(=O)CCC(=O)OC1(C)C(=O)C=C2C=C(C3CC3)N(Cc3ccco3)C=C2C1=O (stereo not given)	-2	-10	93	37	4	0	95	x	-8
CC1(C)CC(=O)C2=C(C1)OC(N)=C([N+](=O)[O-])C2c1ccc(F)cc1 (stereo not given)	x	-7	137	16	27	10	137*	14	-7
CCOc1cc(/C=C2\SC(N3CCCC(C)C3)=NC2=O)ccc1O (stereo not given)	-16	3	102	-13	5	x	106	9	5
CCOC(=O)c1ccc(NC(=O)c2cc3c(C)nn(-c4ccccc4Cl)c3s2)s1	0	-4	101	8	-2	4	95	-6	6
CCC(C)[C@H](NC(=O)N1CCn2c1nc1ccccc12)C(=O)NCCc1ccccc1 (stereo not given in full)	-1	-6	104	x	17	5	103	3	10
COc1cccc(N2CCN(c3ccc4nnc(CCC(=O)Nc5ccc(OC)c(OC)c5)n4n3)CC2)c1	1	1	95	4	-1	4	96	3	-13
COc1ccc(N(C)C(=O)c2cc3c(s2)-c2c(C)cccc2OC3)c(OC)c1	3	-7	102	-3	-1	5	112	-1	x
COCCCNC(=O)c1ccccc1NS(C)(=O)=O	2	2	x	1	x	-3	x	-8	10
O=C(NN1C(=O)C2C(c3ccccc3)C=CC(c3ccccc3)C2C1=O)c1cccc(Br)c1 (stereo not given)	0	-6	105	-18	3	1	106	0	12
CCSc1nnc(NC(=O)c2cccc(OCc3c(C)noc3C)c2)s1	2	6	108	2	4	0	104	4	20
COc1cc(/C=N/Nc2ccc(S(N)(=O)=O)cc2)cc(OC)c1OC	1	0	94	13	-4	2	96	6	0
CC(=O)Nc1ccc(/C=N/NC(=O)c2cccc(S(=O)(=O)N3CCOCC3)c2)cc1	-4	1	104	14	3	-5	99	0	8
CC(C)NC(=O)CC1Nc2c3ccccc3nc(=S)n2C1=O (stereo not given)	0	7	97	-21	3	8	104	2	-5
O=C(CSc1nc2ccccc2s1)c1cc2ccccc2o1	-5	-5	98	-13	0	11	101	-3	x

Whole records from above:
O=C(CSc1nc2ccccc2s1)c1cc2ccccc2o1 reads IDE act = -5; p-CIP stab down = -5; MEKK2 WT-MEK5 = 98; UBC9 SUMO inh = -13; MEKK2 mut-MEK5 = 0; IDE cell inh = 11; MEKK3 PB1 HTS = 101; M18AAP inhibitor = -3; NALP1 inh = x
CC(=O)Nc1ccc(/C=N/NC(=O)c2cccc(S(=O)(=O)N3CCOCC3)c2)cc1 reads IDE act = -4; p-CIP stab down = 1; MEKK2 WT-MEK5 = 104; UBC9 SUMO inh = 14; MEKK2 mut-MEK5 = 3; IDE cell inh = -5; MEKK3 PB1 HTS = 99; M18AAP inhibitor = 0; NALP1 inh = 8

Other records.
SMILES	IDE act	p-CIP stab down	MEKK2 WT-MEK5	UBC9 SUMO inh	MEKK2 mut-MEK5	IDE cell inh	MEKK3 PB1 HTS	M18AAP inhibitor	NALP1 inh
S=c1[nH]nc(Cc2c[nH]c3ccccc23)o1	5	-2	102	-6	4	-7	106	5	29
CCOC(=O)Nc1cccc(NC(=O)c2cc(OC)cc(OC)c2)c1	4	-2	96	18	-2	1	98	-9	-55
CN(C)CC(O)COC(c1ccc(Cl)cc1)c1ccc(Cl)cc1 (stereo not given)	11	2	122	10	11	3	101	-7	6
Cc1nc2c(C)cccc2c2c1CCS2	2	-6	103	0	4	7	104	-5	x
NC(=O)C1CCN(S(=O)(=O)c2ccc3c(c2)OCCO3)CC1	6	-14	94	19	-14	3	90	-11	26
Cc1c(C(=O)C(=O)N2CCN(Cc3ccc4c(c3)OCO4)CC2)c2ccccc2n1C	-2	0	100	8	4	11	97	-3	3
COC(=O)c1c(NC(C)=O)sc2c1CCCC2	-1	-5	101	1	1	10	102	-4	23
COc1ccccc1N1CCN(Cc2cc(Br)c(O)c3ncccc23)CC1	0	-11	112	0	10	15	109	-6	-44
COc1ccc(OC)c(S(=O)(=O)Nc2cccc(-c3ccc(N4CCCCCC4)nn3)c2)c1	2	-9	94	-1	-2	0	94	-10	3
NS(=O)(=O)c1ccc(CNC(=O)CCSCCC(=O)NCc2ccc(S(N)(=O)=O)cc2)cc1	-2	-1	106	-1	0	2	106	7	25
Cc1ccccc1C1NC(c2ccccc2C)C(C)C(=O)C1C (stereo not given)	4	8	105	-9	4	2	107	4	12
c1ccc2oc(-c3csc(NCC4CCCO4)n3)cc2c1 (stereo not given)	1	-7	90	-1	-8	9	104	-5	13
COc1ccc(NC(=O)C2CCN(c3cnccn3)CC2)cc1OC	4	-5	105	7	1	1	103	-3	26
CCCn1c(=O)[nH]c(=O)c2c(C(=O)OCC)cc(-c3cccs3)nc21	-4	6	97	16	0	-1	103	2	13
O=S(=O)(NCCN1CCOCC1)c1cccs1	2	0	100	1	-1	2	99	2	12
CC(C)c1nnc(NC(=O)Cc2ccccc2[N+](=O)[O-])s1	2	-3	98	9	-1	-3	99	-9	20
CCN(C(=O)CSc1ncccc1C(=O)OC(C)C)c1cccc(C)c1	1	-6	-3.0*[inhibitor]	-11	-26	-3	0.0*[inhibitor]	1	-10
COc1ccc(C2=NO[C@@H]3C(=O)N(Cc4ccccc4)C(=O)[C@H]23)cc1OC	12	-9	112	3	4	0	108	-10	34
CCCCNC(=O)c1sc2ncnc(N3CCc4ccccc4C3)c2c1C	2	7	100	-34	8	8	104	-1	9
O=C1/C(=C/c2ccccc2[N+](=O)[O-])COc2ccccc21	3	-20	100	14	-3	6	101	14	6
COc1ccc(/C=C(\C#N)C(=O)OCC(=O)Nc2ccc(-c3nc4ccc(C)cc4s3)cc2)cc1	3	13	103	24	-1	1	103	3	-12
CCOc1ccc(Cl)cc1Nc1nc(NCCO)nc(N2CCCC2)n1	0	x	109	x	4	1	105	x	x
NCCCCCc1nnc(SCc2cccc(Cl)c2)o1	-1	-5	107	-5	3	6	98	0	2
COC(=O)[C@@]1(Cc2ccc(F)cc2)[C@H]2c3cc(C(=O)N(C)C)n(CCc4ccc(OC)c(Br)c4)c3C[C@H]2CN1C(=O)c1ccccc1	-2	2	92	-25	-5	6	102	2	33
Clc1ccc(NCn2cncn2)nc1	2	5	101	28	0	-3	101	78*	12
CCCCN(C)CCNC(=O)CCn1nc(-c2ccc(C)cc2)ccc1=O	0	-7	105	5	6	4	103	-7	12
COc1cccc(C2C(C(=O)Nc3ccc(C)cc3C)=C(C)Nc3ncnn32)c1OC (stereo not given)	0	-8	83	-5	-10	-3	81	1	1
COc1ccc(C(=O)Nc2cccc3c2CCCC3)cc1	4	-1	104	8	3	0	100	0	0
O=C(NCCc1cccnc1)c1cc(COc2ccc(F)cc2Cl)on1	-2	1	105	-2	-3	0	102	5	24
CC(C)(C)[C@H]1C=C(C(=O)N2CCOCC2)O[C@@H](OCCCCO)C1	4	-2	101	14	3	6	85	-6	4
C/C(=N/NC(=O)c1cccc(C)c1)c1c(O)cc(C)oc1=O	3	-2	98	16	-6	4	95	-2	-2
